ABCB6 inh MLPCN – ABCB6 transporter inhibitors, primary screen, K562-ABCB6 cells, flow cytometry, MLPCN library; K562-ABCB6 porphyrin accumulation, 1 h; stronger effect = lower value; fluorescence ratio to DMSO, % at 10 µM; 360,000 tested, 0.19% active; AID 602162, 2011;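 active = fluorescence ratio to DMSO below 75%, the collection mean minus 3 SD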;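 also: signal is porphyrin accumulated inside mitochondria; 100% equals median channel fluorescence of DMSO control wells; lower ratio means ABCB6 inhibition with less porphyrin fluorescence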
Vif imaging – HIV Vif self-association inhibitors, primary screen, imaging, HEK293T, single point; HEK293T cells, Vif self-association by quenched fluorescence, 24 h; inhibition, % at 7.49 µM; 340,000 tested, 0.35% active; AID 602346, 2012; in the data active = inhibition above about 50%, passing the limit was not always enough; also: some results filed as inactive read as strong as hits
ABHD5 PLIN5 PPI – ABHD5-PLIN5 interaction inhibitors, primary screen, cell lysate, split luciferase complementation, luminescence | Perilipin-5 (Homo sapiens) + 1-acylglycerol-3-phosphate O-acyltransferase ABHD5 (Homo … | Split G. princeps luciferase complementation, 4 h | inhibition, % at 4 µM | 360,000 tested, 0.78% active;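 active = inhibition above the mean inhibition across every tested compound plus 3 SD, cut at about 22% in these data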;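 also: 0% = DMSO only wells and the 100% control is not disclosed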
Exocytosis inh – LAMP-1 surface exposure blockers, TALL-104 cells – cell-based, flow cytometry, MLPCN library, primary screen | TALL-104 LAMP-1 surface exposure; cells stimulated with thapsigargin and PMA | inhibition, % at 10 µM | 360,000 tested, 0.66% active | AID 651702, 2012;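 active = inhibition above about 55%, limit read from the data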
MC4R antagonist – MC4R antagonists of cAMP signaling, primary screen, cell-based, TR-FRET, antagonist arm of biased-ligand search; MC4R-expressing cells, MTII-stimulated cAMP, LANCE TR-FRET; inhibition, % at 6.5 µM; 360,000 tested, 0.48% active; AID 540295, 2011;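 active = inhibition above its plate's cutoff, the mean of tested wells on that plate plus 3 SD, cut at about 29% in these data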;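 also: 0% = Melanotan II alone and 100% = Melanotan II plus saturating MCL0020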
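Assay system: human MC4R-expressing U2OS cells; reagent: Melanotan II stimulation of cells; dosing: 6.5 µM single dose; timing: compound 30 min, challenge 1 h, detection 1 h; signal: TR-FRET cAMP assay; replicates: one well per compound, no replicates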
Glyco luc inh – increase of ERlucT glycosylation luciferase signal, primary screen, N-linked glycosylation inhibitor project, D54 ERlucT cells, luminescence, set 2 | D54 ERlucT glycosylation luciferase reporter, 24 h; percent of 100 nM tunicamycin response | AID 588692, 2011 | reporter increase, % at 12.5 µM | 360,000 tested, 0.23% active;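 active = mean luciferase reporter signal, scaled so untreated is 0 and the glycosylation-blocking control 100, at or above a set limit in every replicate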;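 also: luciferase carries N-glycosylation sites so blocking glycosylation raises the light; 0% = median of neutral control wells and 100% = median of 100 nM tunicamycin wells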
NOD2-RIPK2 inh – NOD2-RIPK2 binding disruptors in cells, primary screen, fluorescence, CHO cells, BLA complementation; Receptor-interacting serine/threonine-protein kinase 2 (Homo sapiens), O43353; CCF4 ratio; inhibition, % at 4.98 µM; 360,000 tested, 0.38% active; AID 624267, 2012; in the data active = inhibition above about 21%;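 also: 0% = vehicle only and 100% = reference blocker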
aDG glyco up – activators of alpha-DG glycosylation, primary screen, uHTS, Pro5-aDG cells, AlphaScreen; alpha-DG glycosylation AlphaScreen (IIH6); 0% Pro5, 100% B10-LARGE cell signal; activation, % at 10 µM; 360,000 tested, 0.22% active; AID 624168, 2012;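 active = activation of at least 8% versus controls, or a plate z-score of at least 8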;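 also: Pro5 are CHO cells carrying HIG-tagged alpha-DG that lacks glycosylation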
MC4R ag barr – MC4R agonists recruiting beta-arrestin, primary screen, cell-based, luminescence, agonist arm of biased-ligand search; U2OS MC4R beta-arrestin complementation; percent of melanotan II response, DMSO zero; activation, % at 8.9 µM; 360,000 tested, 0.98% active;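 active = activation above a per-plate cutoff, the mean activation of sample wells on that plate plus 3 SD, cut at about 8% in these data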
TLR9-MyD88 inh – inhibitors of TLR9-MyD88 association in cells, primary screen, cell-based, CHO, BLA complementation, fluorescence | Toll-like receptor 9 (Homo sapiens) + Myeloid differentiation primary response protein … | CCF4 FRET ratio | inhibition, % at 4.98 µM | 340,000 tested, 0.21% active;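 active = inhibition above the mean over all tested compounds plus 3 SD, cut at about 21% in these data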;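 also: 0% = DMSO only wells and 100% = clavulanate BLA inhibitor control wells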
Target sequence (Q99836 whole entry, looked up): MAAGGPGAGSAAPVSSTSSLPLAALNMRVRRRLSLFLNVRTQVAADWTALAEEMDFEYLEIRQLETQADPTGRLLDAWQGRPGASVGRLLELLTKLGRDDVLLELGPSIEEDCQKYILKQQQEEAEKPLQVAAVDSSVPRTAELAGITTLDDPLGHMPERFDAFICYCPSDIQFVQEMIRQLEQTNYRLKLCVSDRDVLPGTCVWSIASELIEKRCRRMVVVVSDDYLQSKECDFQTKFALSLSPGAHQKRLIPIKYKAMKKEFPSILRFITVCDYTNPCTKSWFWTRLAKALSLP
Target sequence (Q9NR96 whole entry, looked up): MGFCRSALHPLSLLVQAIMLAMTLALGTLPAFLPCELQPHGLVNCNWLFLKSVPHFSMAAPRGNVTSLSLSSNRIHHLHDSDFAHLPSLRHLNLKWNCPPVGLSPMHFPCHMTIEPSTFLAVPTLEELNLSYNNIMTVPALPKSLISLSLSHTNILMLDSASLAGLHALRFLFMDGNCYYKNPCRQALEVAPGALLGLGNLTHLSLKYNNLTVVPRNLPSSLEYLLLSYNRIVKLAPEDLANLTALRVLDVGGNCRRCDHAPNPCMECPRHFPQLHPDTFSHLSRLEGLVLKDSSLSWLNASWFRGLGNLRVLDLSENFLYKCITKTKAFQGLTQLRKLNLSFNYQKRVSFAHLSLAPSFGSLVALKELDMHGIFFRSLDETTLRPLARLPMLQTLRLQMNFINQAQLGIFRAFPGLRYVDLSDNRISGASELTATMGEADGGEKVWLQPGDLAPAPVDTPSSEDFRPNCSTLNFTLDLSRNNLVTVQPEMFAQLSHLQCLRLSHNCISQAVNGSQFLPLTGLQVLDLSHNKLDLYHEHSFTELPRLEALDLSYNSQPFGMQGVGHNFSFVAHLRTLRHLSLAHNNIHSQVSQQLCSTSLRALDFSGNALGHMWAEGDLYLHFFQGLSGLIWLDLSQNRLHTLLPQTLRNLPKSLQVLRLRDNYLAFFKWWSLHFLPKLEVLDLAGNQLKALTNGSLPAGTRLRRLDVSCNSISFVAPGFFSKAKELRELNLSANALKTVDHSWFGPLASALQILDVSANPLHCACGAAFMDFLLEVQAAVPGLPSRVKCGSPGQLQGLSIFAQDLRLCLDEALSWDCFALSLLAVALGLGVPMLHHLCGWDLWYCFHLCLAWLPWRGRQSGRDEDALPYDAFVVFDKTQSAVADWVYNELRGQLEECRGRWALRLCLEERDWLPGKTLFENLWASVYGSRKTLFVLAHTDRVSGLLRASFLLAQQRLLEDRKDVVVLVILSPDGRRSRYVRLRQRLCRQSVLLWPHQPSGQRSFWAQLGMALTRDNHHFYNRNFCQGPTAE
Active calls of the source: *; / = no result given. An excerpt (hit frequency here may not be typical).

Values run as follows: ABCB6 inh MLPCN, Vif imaging, ABHD5 PLIN5 PPI, Exocytosis inh, MC4R antagonist, Glyco luc inh, NOD2-RIPK2 inh, aDG glyco up, MC4R ag barr, TLR9-MyD88 inh
- COC(=O)C(CC(C)C)NC(=O)c1cc(OC)c(OC)c(OC)c1 (configuration not stated)
  91, 6, -5, 0, 18, 4, -5, 0.1, -1.6, -14
- COC(=O)CSc1nnc(CNc2ccc(F)cc2)o1
  92, -1, 6, -1, 5, 1, -1, 0.1, -1.4, 2
- CC(C)CCNC(=S)NC1CCCC1
  100, -21, -3, 2, 16, -1, -14, 0.1, 1.4, -3
- CSc1ccc(S(=O)(=O)N2CCC(C(=O)N3CCc4ccccc4C3)CC2)cc1
  98, 6, 1, 21, 13, -6, 2, 0.0, 1.1, 0
- Cc1cc(NS(=O)(=O)c2cccs2)no1
  97, 27, 3, -2, -2, 0, -6, 1.9, 0.3, -3
- COc1ccc(/C=N\NC(=O)COc2ccccc2)c(C(=O)O)c1OC
  92, 5, 1, 7, 17, 0, -3, 0.0, -1.0, 2
- O=C(CNC(=S)N(Cc1ccccc1F)C1CCCCC1)NCCN1CCOCC1
  92, -1, 1, 0, 18, 1, 4, 0.1, 1.9, -5
- Cc1ccnc(NC(=O)c2cccc(S(=O)(=O)Nc3ccc(C)cc3C)c2)c1
  94, -13, -4, -1, 15, -2, -5, 0.4, 0.2, -6
- NS(=O)(=O)c1ccc(NC(=O)CSc2nnc(NC3CC3)s2)cc1
  97, -1, -4, 4, 8, 0, 0, 0.1, 0.2, -8
- CC(C)n1cnnc1SCC(=O)NCC(=O)Nc1ccc(F)cc1
  100, 4, 7, -2, 3, -1, 6, 0.0, -0.4, 0
- CC1CC(C)(C)CC2(C1)NC(=O)N(CC(=O)Nc1ccc(N3CCCCC3)cc1)C2=O (configuration not stated)
  103, 0, -12, 0, -1, 1, -1, 0.2, -0.8, -6
- Cc1ccc(C(=O)N2N=C(CC(C)C)CC2(O)C(F)(F)F)o1 (configuration not stated)
  97, 13, 4, 0, 2, 1, -20, -0.4, -1.9, -7
- O=C(N/N=C/c1[nH]c2ccccc2c1Cl)c1cccc(Br)c1
  99, -4, -5, 7, 18, 5, 24*, 0.6, 2.5, /
- CCOC(=O)c1cnc(COc2ccc(OC)cc2)[nH]c1=O
  97, 2, 4, 2, 9, -1, -11, 0.0, -0.3, 14
- CN(C)CCCN(C(=O)c1ccc([N+](=O)[O-])o1)c1nc2cc3c(cc2s1)OCO3
  108, -2, -3, 48, -8, 2, 1, 0.4, 0.0, 8
- COC(=O)C1=C(N)N(c2ccccc2F)C2=C(C(=O)CC(C)(C)C2)C1c1ccc(OC)c(OC)c1 (configuration not stated)
  101, -2, 2, -3, -1, 0, -2, -0.1, -2.1, 6
- O=C1c2cccc3c(N4CCCCC4)ccc(c23)C(=O)N1c1ccccn1
  108, 18, -1, -3, 1, 3, 6, -0.1, -0.8, 7
- CC(=O)c1c(C)cc(C)c(CSc2nnc(-c3ccco3)o2)c1C
  99, -9, -3, -3, 4, 0, -6, 2.1, 4.7, -1
- COc1ccc(NC(=O)C(c2ccc(C(F)(F)F)cc2)n2c(=O)c(-c3ccco3)nc3ccccc32)cc1 (configuration not stated)
  /, /, 12, -2, /, /, -8, -0.3, /, /
- O=C(CNS(=O)(=O)c1ccc(C(=O)N2CCCCC2)cc1)N1CCCCC1
  92, 12, -2, -2, -1, 0, -5, 0.2, -2.2, -6
- COc1ccccc1C1C(C(C)=O)=C(C)N=c2s/c(=C\c3cc(OC)c(OC)c(OC)c3)c(=O)n21 (configuration not stated)
  97, -4, 3, 2, -2, -5, -1, -0.3, 0.1, 1
- Cc1cccc(NC(=O)C2C3CCC4C(CCC32)C4(Cl)Cl)c1 (configuration not stated)
  98, -2, -7, 1, 7, -2, -3, 0.4, 13*, -8
- COc1ccc(CCNC(=O)C2CCCN2S(=O)(=O)c2cccc3nsnc23)cc1OC (configuration not stated)
  92, 3, 4, -3, -1, 2, -7, -0.1, -1.2, -2
- CCOC(=O)c1c(N2C(=O)Nc3ccccc3N2O)n[nH]c1-c1cccc(Cl)c1
  99, -3, 0, -2, -4, 1, -8, 1.1, 1.8, 5
- O=C(N/N=C\c1ccc(Cl)s1)c1ccc(Cn2cccn2)o1
  102, 0, 1, -4, 4, 1, 0, 0.0, -4.4, -17
- CCOC(=O)C1=CCN(S(=O)(=O)c2cccc(Cl)c2)C1c1cccc(F)c1 (configuration not stated)
  100, /, -2, -8, /, 2, -11, 0.1, /, /
- COCC1CCN(Cc2nc(-c3ccc4c(c3)OCO4)no2)C1 (configuration not stated)
  99, 5, 2, -1, 20, -2, -5, 0.0, -0.6, -9
- COCCN(C(=O)COC(=O)C1CC1C)c1c(N)n(Cc2ccccc2)c(=O)[nH]c1=O (configuration not stated)
  102, -4, -1, -4, -1, 3, 2, -0.1, -2.4, -2
- COc1cccc(NC(=O)C2CCCCC2)c1
  95, 13, -5, 0, 4, 0, -2, 0.1, 0.2, -4
- CC(NC(=S)Nc1ccc(OC(F)F)cc1OC(F)F)C(C)(C)C (configuration not stated)
  88, /, -12, -2, -5, 1, 5, 0.7, 3.5, 0
- COc1ccc(CN(C)Cc2cc(=O)oc3cc(C)c(C(C)C)cc23)cc1OC
  93, 2, -8, 1, 24, -3, -9, 0.1, 2.7, 0
- O=[N+]([O-])/C(Cl)=C(/NCCO)C(Cl)=C(Cl)Cl
  125, -10, 11, -5, 3, 3, 2, 0.1, -0.1, -5
- C/C(=C/CCC(C)[C@H]1CC[C@@]2(C)C3=C(CC[C@]12C)[C@@]1(C)CCC(=O)C(C)(C)[C@@H]1CC3)C(=O)O (some centres not stated)
  96, 2, 1, -2, 2, 2, 2, -0.2, -0.2, -8
- CCN(C(=O)CN(C)Cc1c(F)cccc1Cl)c1c(N)n(Cc2ccccc2)c(=O)[nH]c1=O
  88, -2, 2, -1, -10, 1, -11, -0.1, -0.8, 2
- CCn1c(SCC(=O)Nc2ccc3c(c2)c2ccccc2n3CC)nnc1-c1cnccn1
  105, -4, 5, 10, 22, 4, -15, 0.3, 0.3, -4
- COc1ccc(CC(C(=O)Nc2cc(C)ccc2C)/C(N)=N/O)cc1 (configuration not stated)
  93, -6, 4, -2, 1, 0, -4, -0.2, -1.3, 7
- CCN(CC(=O)Nc1ccc(C#N)cc1)CC(=O)Nc1ccc2c(c1)OCCO2
  99, 5, -2, -3, -1, 1, -3, -0.1, -1.5, -5
- CCOC(=O)COc1nc(-c2ccccc2)cc(-c2ccco2)c1C#N
  100, 22, -6, -2, 4, 2, -11, 0.1, -0.9, -7
- COc1ccc(-c2cc(=O)oc3c(C)c(OCC(=O)N[C@@H](Cc4ccc(O)cc4)C(=O)O)ccc23)cc1
  102, -9, 9, 1, 1, -2, -9, 0.1, 0.0, 3
- Cn1nnc(NC(=O)c2ccc([N+](=O)[O-])cc2Cl)n1
  101, 7, 3, 3, -4, 1, -2, 0.0, -2.1, -9
- O=C(O)c1cc(S(=O)(=O)NCc2ccco2)c(Cl)cc1Cl
  100, -8, 1, 0, 6, -1, -1, 0.2, -2.2, -4
- COc1ccc(-c2nnc(SCC(=O)Nc3ccccc3)n2C)cc1
  103, 10, 8, 4, 9, 2, -3, -0.1, -0.1, -2
- CC(C)(CNc1ccc(S(=O)(=O)C(F)(F)F)cc1[N+](=O)[O-])N1CCOCC1
  91, 3, -4, -5, 1, -5, -4, -0.4, -2.2, 2
- COc1ccc(/C=N/c2oc(-c3ccccc3)cc2C#N)cc1
  89, 5, 0, -2, -1, 0, -18, -0.1, -0.7, 1
- CC(C)(C)CN1CCNC(=O)C1CC(=O)NCCN1CCCc2ccccc21 (configuration not stated)
  99, -3, -6, 0, 16, -1, -13, -0.3, -2.4, 8
- CCOC(=O)CN1C(=O)NC(C)(c2ccc(OC(F)F)cc2)C1=O (configuration not stated)
  99, 15, -2, 13, -1, -1, 9, 0.2, -1.9, 3
- CC(C)c1cc(Br)ccc1OCCCN1C(=O)NC(C)(C)C1=O
  99, -10, -2, 3, 9, 1, 6, 0.1, -0.5, 3
- Cc1cccc(NC(=O)c2cccc(NS(=O)(=O)c3ccc(Cl)cc3)c2)c1
  97, 0, -6, -1, 1, -1, 2, 0.0, 3.5, 3
- Cc1ccc(S(=O)(=O)N(C)C)cc1NC(=S)NNC(=O)C1CC1
  101, -3, 2, 1, 0, 0, 0, 0.0, -3.5, -3

In the list so far, three contain a cyano group.
Values run as follows: ABCB6 inh MLPCN, Vif imaging, ABHD5 PLIN5 PPI, Exocytosis inh, MC4R antagonist, Glyco luc inh, NOD2-RIPK2 inh, aDG glyco up, MC4R ag barr, TLR9-MyD88 inh
- CCN(CC(=O)Nc1ccc(C#N)cc1)CC(=O)Nc1ccc2c(c1)OCCO2
  99, 5, -2, -3, -1, 1, -3, -0.1, -1.5, -5
- CCOC(=O)COc1nc(-c2ccccc2)cc(-c2ccco2)c1C#N
  100, 22, -6, -2, 4, 2, -11, 0.1, -0.9, -7
- COc1ccc(/C=N/c2oc(-c3ccccc3)cc2C#N)cc1
  89, 5, 0, -2, -1, 0, -18, -0.1, -0.7, 1

Bioassay records deposited in PubChem by several laboratories.
